Fh CTSL1 inh = cathepsin L1 inhibition, PFM18AAP counter-screen | recombinant F. hepatica cathepsin L1, Z-Leu-Arg-MCA fluorescence | inhibition, % at 5.96 µM | hit rate 0.49% among 300,000 | AID 1906;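 active = inhibition above the mean of all tested compounds plus 3 SD, set per screening campaign, cut at about 17% in these data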;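 note: 0% = plate median of test compound wells and 100% = 1 µM Z-Phe-Ala-diazomethylketone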
PP1 inh = blocks human PP1-alpha phosphatase, a PP5 counter-screen; AID 2235; hit rate 0.9% among 320,000; purified PP1alpha, OMFP fluorescence; inhibition, % at 6.7 µM;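 active = inhibition above the mean inhibition of all tested compounds plus 3 SD, computed separately for each screening campaign, cut at about 15% in these data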
Target sequence (P62136 whole entry, looked up): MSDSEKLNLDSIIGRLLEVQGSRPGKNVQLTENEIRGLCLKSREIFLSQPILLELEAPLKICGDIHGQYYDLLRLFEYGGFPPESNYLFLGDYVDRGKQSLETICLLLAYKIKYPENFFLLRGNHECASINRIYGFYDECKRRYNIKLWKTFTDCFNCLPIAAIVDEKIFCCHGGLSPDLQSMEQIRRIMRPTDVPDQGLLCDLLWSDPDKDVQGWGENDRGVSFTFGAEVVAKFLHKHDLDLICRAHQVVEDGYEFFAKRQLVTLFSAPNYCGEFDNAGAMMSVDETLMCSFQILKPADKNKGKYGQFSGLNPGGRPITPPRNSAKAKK
Efflux pump mplx = antifungal efflux pump inhibition, Nile Red retention; S. cerevisiae Candida pump triplex; inhibition, % at 10 µM; hit rate 0.44% among 330,000; AID 485275;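 active = plate passing quality check with inhibition over a set limit, or well fluorescence over plate mean plus 4 SD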;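 note: Nile Red retained in pooled yeast measured as flow cytometry median fluorescence; 0% = buffer negative control and 100% = Enniatin B positive control; higher means more Nile Red kept so more efflux inhibition; some compounds called inactive have numbers as strong as hits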
PP5 primary = PP5 (human) phosphatase inhibition; P53041; purified PP5c, OMFP substrate fluorescence; inhibition, % at 6.7 µM; hit rate 0.18% among 320,000;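 active = inhibition above the campaign's mean inhibition across all tested compounds plus 3 SD, cut at about 9.5% in these data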;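 note: 0% = DMSO only and 100% = 100 µM cantharidin control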
Target sequence (P53041 whole entry, looked up): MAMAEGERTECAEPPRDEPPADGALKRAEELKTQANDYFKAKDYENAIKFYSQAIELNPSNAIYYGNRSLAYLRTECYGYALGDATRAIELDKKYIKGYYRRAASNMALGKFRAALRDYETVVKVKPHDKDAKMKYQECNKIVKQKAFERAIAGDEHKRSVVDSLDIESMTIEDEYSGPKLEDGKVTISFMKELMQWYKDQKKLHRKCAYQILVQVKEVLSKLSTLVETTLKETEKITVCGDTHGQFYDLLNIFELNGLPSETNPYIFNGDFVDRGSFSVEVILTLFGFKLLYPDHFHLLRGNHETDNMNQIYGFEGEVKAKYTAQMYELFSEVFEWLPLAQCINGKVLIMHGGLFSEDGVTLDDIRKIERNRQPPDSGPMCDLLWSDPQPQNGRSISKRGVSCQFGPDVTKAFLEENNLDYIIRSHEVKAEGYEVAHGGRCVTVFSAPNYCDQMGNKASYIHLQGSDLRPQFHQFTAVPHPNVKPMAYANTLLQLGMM
EBNA-1 inh = blocks EBNA-1 binding to DNA; EBNA-1 DNA binding, fluorescence polarization; hit rate 0.34% among 300,000; inhibition, % at 14.8 µM; in the data active = inhibition above about 28%
TPT1 inh = blocks Candida albicans tRNA 2'-phosphotransferase. recombinant caTPT1, FP RNA substrate dephosphorylation. inhibition, % at 5 µM. hit rate 0.81% among 300,000;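 active = inhibition above the mean of all tested compounds plus 3 SD, set per screening campaign, cut at about 24% in these data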;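 note: plate controls were DMSO alone for no effect and ferristatin control at 100 nM for full effect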
PREPL inh = human PREPL enzyme inhibition; Q4J6C6; recombinant PREPL, fluorescence polarization activity-based probe; inhibition, % at 5.96 µM; hit rate 0.68% among 320,000; in the data active = inhibition above about 43%;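 note: 0% = enzyme with DMSO and 100% = wells lacking enzyme; many of its hits are not listed in these tables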
core dimer inh = HCV core protein dimerization inhibition. TR-FRET GST/Flag-core106 dimerization, 1536-well. inhibition, % at 5 µM. AID 1899. hit rate 0.33% among 300,000;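 active = inhibition above the mean of all tested compounds plus 3 SD, set per screening campaign, cut at about 45% in these data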
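test system = GST/Flag-tagged HCV core106 proteins | probe or stimulus = Eu donor and XL665 acceptor anti-tag antibodies | times = compound-protein-antibody incubation 4 h at 22.5 °C | signal = TR-FRET, excitation 340 nm, emission 617 and 671 nm | measure = percent inhibition of core106 dimerization signal | controls = wells lacking GST-core106 and wells with excess unlabelled core106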
ZTA counter = counter-screen for EBNA-1 inhibitors: inhibitors of Epstein-Barr virus ZTA | P03206 | inhibition, % at 11 µM | ZTA-DNA binding, fluorescence polarization | AID 2234 | hit rate 0.15% among 320,000; in the data active = inhibition above about 33%
Target sequence (P03206 whole entry, looked up): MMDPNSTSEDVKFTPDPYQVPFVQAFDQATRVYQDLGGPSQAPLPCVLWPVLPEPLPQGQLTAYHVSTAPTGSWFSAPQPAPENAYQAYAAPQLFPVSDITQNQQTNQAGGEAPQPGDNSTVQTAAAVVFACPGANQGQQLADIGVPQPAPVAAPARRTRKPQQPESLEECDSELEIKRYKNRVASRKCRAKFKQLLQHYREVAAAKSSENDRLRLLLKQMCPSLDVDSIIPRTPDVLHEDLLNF
* marks the source's active call; other numbers are inactive results; x = not tested or not shown. Only part of the results is shown (hit frequency here may not be typical).

SMILES	Fh CTSL1 inh	PP1 inh	Efflux pump mplx	PP5 primary	EBNA-1 inh	TPT1 inh	PREPL inh	core dimer inh	ZTA counter
Cc1c(NC(=O)Nc2cccs2)cccc1[N+](=O)[O-]	17*	-4	0.0	-1.4	0	-1	11	4	2
Cc1ccc(/C=N/Nc2nc(C)cc(C)n2)cc1	0	-4	0.1	0.6	2	-3	-1	-2	-1
CC(=C/c1ccccc1)/C=N/NC(=O)CSc1nc(C)cc(C)n1	0	2	0.0	1.1	10	0	23	2	-3
COc1ccc(N/C=C2/Sc3ccccc3NC2=O)cc1	0	-1	-0.1	1.5	8	-3	16	-45	-7
O=C1CC(C(=O)N2CCN(c3ccc(F)cc3)CC2)CN1CCc1ccccc1 (centres undefined)	4	3	0.1	1.6	15	-1	1	10	1
Cc1ccc(CSc2ccc3nnc(-c4cccnc4)n3n2)cc1	-2	-1	-0.3	0.4	7	0	21	9	-8
CC1(C)CC(=O)C=C(NCC2CCCO2)C1 (centres undefined)	1	-3	-0.1	-2.4	8	-4	4	-3	2
COc1ccc(C(=O)COC(=O)CN2C(=O)C3C4C=CC(C5CC45)C3C2=O)cc1 (centres undefined)	-5	1	-0.1	-0.5	-8	1	-2	2	-1
COc1ccc(Cl)cc1NC(=O)CN1CCc2ccccc21	0	0	-0.1	4.4	-7	0	3	21	10
COc1cccc(-n2c(Cc3cc(=O)[nH]c(=O)[nH]3)nnc2SCC(=O)NC2CCCCC2)c1	4	-2	0.3	0.8	-3	0	9	-1	-7
CN1CCN(CC(=O)Nc2nnc(-c3cccs3)s2)CC1	0	-1	0.0	-3.1	-2	2	3	7	1
Cc1cc2cc3c(N)[nH]nc3nc2cc1C	1	-2	0.0	-0.2	5	-1	9	-18	10
CCOC(=O)Cc1csc(NC(=O)c2cnc3sc(C)cn3c2=O)n1	4	-1	-0.1	2.0	-6	2	-4	5	1
O=C(CCSc1ccccc1)NC(=O)COC(=O)C1CCCCC1	0	0	-0.1	1.8	1	-5	13	6	4
Cc1cc(C)c2c(CN3CCCCC3)cc(=O)oc2c1	2	-3	0.2	0.5	13	0	-8	7	2
CCCN1CCOC(CC(=O)Nc2ccc([N+](=O)[O-])cc2)C1=O (centres undefined)	4	-3	0.1	0.1	10	6	2	0	11
Cn1c(=O)c([N+](=O)[O-])c(NCC2CCCO2)c2ccccc21 (centres undefined)	0	-2	-0.2	-1.0	-3	-5	3	-2	-2
Cc1cc(OCC(=O)NC(C)C)ccc1Cl	2	-2	-0.1	-1.2	3	0	0	-1	1
O=C(O)c1ccc2c(c1)CC(c1ccccc1)OC2=O (centres undefined)	2	-3	0.2	-0.1	3	4	8	1	11
Cc1cccc(C(=O)OCC(=O)N2CCCCCC2)c1	x	-2	0.1	-1.2	x	x	6	x	18
COCCOC(=O)C1=C(C)NC(=O)NC1c1cccs1 (centres undefined)	-2	-3	-0.1	-0.5	7	0	-7	1	9
CCc1nn(-c2cc(Oc3ccccc3)nc(-c3ccccc3)n2)c(N)c1C#N	-2	0	0.0	0.6	8	2	-3	-6	0
C#CCOc1nc(OCC#C)nc(OCC#C)n1	-1	1	0.0	1.2	-7	4	-3	16	5
CCN(CC)S(=O)(=O)c1ccc(C(=O)NCCc2ccccn2)cc1	1	0	0.0	-1.4	4	-1	-1	0	7
CN(C(=O)c1cccc(S(=O)(=O)N2CCCC2)c1)C1CCCCC1	x	3	0.0	-1.0	x	x	12	x	-9
Cc1ccc(O)c(C(=O)c2cnc3c(c2)CN(CCC(C)C)C(=O)N3)c1	1	10	0.6*	2.9	23	3	-5	36	-19
COc1ccc(CN2C(=O)CC(Cc3ccc(C)cc3)C2=O)cc1OC (centres undefined)	4	-1	-0.5	0.7	10	0	1	1	0
CCCSc1cc(N2CCN(C)CC2)nc(-c2ccc(OC)cc2)n1	1	5	0.7	2.7	5	-3	2	-15	-3
O=C(c1ccccc1)C(c1ccccc1)c1ccccc1	-3	3	-0.1	2.9	-9	-3	1	-15	-21
CCN(CCCNC(=O)C1CCN(S(=O)(=O)c2cccc3nonc23)CC1)Cc1ccccc1	-5	-1	0.2	1.0	-9	-2	14	0	-7
CCCOc1ccc(C(=O)NNC(=S)NC(=O)CC)cc1	-4	7	0.0	1.4	-6	0	15	-15	-5
O=C(Nc1ccc(N=Nc2ccccc2)cc1)c1ccc(Cl)cc1Cl	0	0	0.3	1.4	-9	2	-7	-1	-3
COc1ccc(OCC(=O)Nc2ccc(NC(=O)c3cccs3)c(OC)c2)cc1	1	-1	0.1	2.2	-5	1	13	1	6
CC(C)C(O)(C#CCN1CCCCCC1)c1ccccc1 (centres undefined)	2	-4	0.2	2.3	-11	2	-5	-5	-5
CCOC(=O)c1c(-c2ccc(F)cc2)csc1NC(=O)C1CC=CCC1C(=O)O (centres undefined)	0	0	0.2	2.7	-7	1	9	10	0
O=S(=O)(NCc1ccc2c(c1)OCO2)c1cccc2nsnc12	-6	-1	0.3	-0.3	0	2	9	0	-9
Cc1ccc(N(C(=O)Cn2nnc3ccccc32)C(C(=O)NCc2ccco2)c2cccnc2)cc1 (centres undefined)	-1	-2	-0.1	1.6	5	-3	-8	-2	4
CC(=O)N1CCc2cc(S(=O)(=O)NC(CC(C)C)C(=O)N3CCc4ccccc4C3)ccc21 (centres undefined)	-2	1	-0.1	0.0	12	-5	-8	3	11
O=C(Nc1cccc(Cl)c1)OCc1cnc(Cl)s1	2	3	0.1	2.9	-1	0	-8	-3	-7
Cc1cc(=O)oc2cc(OCC(=O)N3c4ccccc4CC3C)ccc12 (centres undefined)	4	-1	-0.1	0.8	-4	-1	1	6	13
CCOC(=O)/C=C/C(=O)OCC(=O)Nc1ccc(C)cc1	-8	3	-0.1	0.6	-11	-4	8	-1	-11
CCCCn1c(=N)n(CC(O)c2ccccc2)c2ccccc21 (centres undefined)	1	-3	-0.2	-4.2	1	-2	39	-2	-16
Clc1ccc(SCCCCN2CCNCC2)cc1	2	-4	0.1	0.5	3	-3	6	-6	0
O=c1c2cc([N+](=O)[O-])ccc2nc2n1CCC2	-1	1	-0.1	-0.7	4	-2	6	3	-2
CC(=O)c1nnn(-c2cccc([N+](=O)[O-])c2)c1C	3	-3	0.4	-1.6	7	-5	5	0	11
O=[N+]([O-])c1cccc(CN2CCN(c3ncccn3)CC2)c1	3	1	0.0	-0.9	8	-1	-1	10	8
O=[N+]([O-])c1ccc(C2=Nn3cnnc3SC2)cc1	0	-3	-0.1	-2.4	1	-2	9	-8	-12
COc1ccccc1NCc1nnc(SCC(=O)N/N=C/c2ccco2)n1-c1ccc(Cl)cc1Cl	-1	9	0.2	2.2	5	0	4	16	14
CC(=O)N1CCc2c(sc(NC(=O)c3cccc(N4C(=O)CCC4=O)c3)c2C(N)=O)C1	25*	0	-0.1	4.5	1	33*	5	-4	1
O=C(NC1CCCCC1)c1cc(-c2ccc(Cl)cc2)on1	6	-1	-0.3	-1.7	7	-4	2	8	2
O=C(COc1ccccc1F)N1c2ccccc2CCc2ccccc21	-4	-5	-0.1	4.0	-4	1	-11	16	-21
O=S(=O)(Nc1cccnc1Cl)c1ccc2c(c1)OCCO2	-1	-6	-0.1	0.8	4	-3	-1	-2	2
O=C(O)/C=C\C(=O)Nc1ccccc1C#Cc1ccccc1	14	-4	-0.2	0.6	8	-4	-1	2	8
Cc1cccc(C)c1NC(=O)CN(C)C(=O)COc1cccc2c1OC(C)(C)C2	3	2	-0.1	1.1	-5	0	-7	-9	-20
COc1ccc(C(CCc2ccc(C)o2)NC(=O)Nc2ccc(OC)cc2OC)cc1 (centres undefined)	0	4	0.0	-0.2	11	-3	16	6	12
COC(=O)C1=C(CSc2nc3ccccc3s2)NC(=O)NC1c1ccc(F)cc1 (centres undefined)	-3	5	0.4	0.5	42*	2	-10	9	-3
O=C(O)c1ccccc1C1=Nc2ccc(O)cc2Oc2cc(O)ccc21	4	-3	0.1	-1.1	-1	-94	17	-5	1
COc1ccc(N/C=C(\C#N)S(=O)(=O)c2ccc(Cl)cc2)c(OC)c1	2	0	0.1	0.5	12	0	1	12	9
O=C1c2ccccc2C(=O)N1n1cccc1	1	0	0.2	1.7	8	0	-8	-6	4
O=C(NNC(=O)c1cc(-c2ccc(Cl)c(Cl)c2)nc2ccccc12)Nc1ccccc1	3	1	-0.1	5.5	16	1	-94	10	-5

Structures shown so far with an NH in an aromatic ring (two):
SMILES	Fh CTSL1 inh	PP1 inh	Efflux pump mplx	PP5 primary	EBNA-1 inh	TPT1 inh	PREPL inh	core dimer inh	ZTA counter
COc1cccc(-n2c(Cc3cc(=O)[nH]c(=O)[nH]3)nnc2SCC(=O)NC2CCCCC2)c1	4	-2	0.3	0.8	-3	0	9	-1	-7
Cc1cc2cc3c(N)[nH]nc3nc2cc1C	1	-2	0.0	-0.2	5	-1	9	-18	10

Remaining list, next part:
SMILES	Fh CTSL1 inh	PP1 inh	Efflux pump mplx	PP5 primary	EBNA-1 inh	TPT1 inh	PREPL inh	core dimer inh	ZTA counter
COc1ccc(NC(=O)CSc2ccccn2)cc1	0	0	0.0	1.9	-1	-3	3	-5	2
Cc1csc2nc(O)c(C(=O)NCCCc3ccccc3)c(=O)n12	-4	20*	-0.1	1.1	1	-3	-3	4	6
CCOC(=O)Cc1cc(-c2ccccc2)nc2ccc3ccccc3c12	-2	-5	-0.2	6.2	3	-2	0	11	-9
CCCCCCCNC(=O)C1(CC2CC(c3cccc(Br)c3)=NO2)CCN(C(=O)Cc2ccc(F)cc2)CC1 (centres undefined)	-2	10	-0.1	4.1	-2	0	1	5	13
CCOCCCNC(=S)N1C2CCC1CC(NC(=O)NC13CC4CC(CC(C4)C1)C3)C2 (centres undefined)	-3	-1	0.6	-0.9	12	0	0	6	0
C#CCn1cc(/C=N/Nc2nc3ccccc3[nH]2)c2ccccc21	1	22*	-0.2	6.8	3	-1	55*	-33	-9
O=C(Nc1nc(-c2ccc3c(c2)OCO3)cs1)c1ccncc1	0	1	-0.1	-0.3	11	-2	14	-6	-7
COc1ccc(Br)cc1CN1CCN(S(=O)(=O)Cc2ccccc2)CC1	-1	4	-0.3	1.9	5	0	24	-8	0
COc1ccc(-n2nnnc2SCC(=O)Nc2cccc(O)c2)cc1	-1	2	0.0	1.0	5	5	-22	0	-2
COc1cc(NC(=O)c2cccc(Cl)c2)c(OC)cc1NC(=O)CN1CCCCC1	3	0	-0.3	2.4	-3	-4	20	1	2
Cc1ccccc1-n1nc(C(=O)O)cc1-c1ccccc1	-1	36*	0.5	4.0	-7	1	15	-2	-6
CCN(CC)C(=O)Cc1cc(C(=O)O)c2ccccc2n1	-1	2	0.1	1.2	-21	3	3	-12	-14
COc1cc(OC)cc(C(=O)NC(=S)N2CCCCCC2)c1	1	-2	0.3	-0.9	-9	43*	17	2	11
CC(=O)Nc1ccc(NS(=O)(=O)c2ccccc2)cc1	2	-1	0.0	-0.3	-1	1	-3	-2	13
Cc1onc(-c2ccccc2)c1C(=O)Nc1nnc(COc2ccc(Cl)cc2)s1	-2	5	0.1	5.5	-7	2	-36	27	4
CCC1(C)Cc2c(sc3c2c(=O)n(C)c2nnc(SCc4ccc5c(c4)OCO5)n32)CO1 (centres undefined)	6	1	0.2	1.7	-2	0	4	9	-12

Just Fh CTSL1 inh, TPT1 inh and Efflux pump mplx (4 entries from above):
mol	Fh CTSL1 inh	TPT1 inh	Efflux pump mplx
Cc1ccc(/C=N/Nc2nc(C)cc(C)n2)cc1	0	-3	0.1
CCOCCCNC(=S)N1C2CCC1CC(NC(=O)NC13CC4CC(CC(C4)C1)C3)C2 (centres undefined)	-3	0	0.6
CC(=O)N1CCc2cc(S(=O)(=O)NC(CC(C)C)C(=O)N3CCc4ccccc4C3)ccc21 (centres undefined)	-2	-5	-0.1
Cc1onc(-c2ccccc2)c1C(=O)Nc1nnc(COc2ccc(Cl)cc2)s1	-2	2	0.1

Source: PubChem (several laboratories)
